High-throughput results (PubChem)
Platelet DG rel – modulates dense granule release in human platelets | human platelet-rich plasma, SFLLRN dense granule ATP release, luminescence | inhibition, %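 (compounds screened at 7.5 µM in platelet-rich plasma)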 | 300,000 compounds, 0.22% hits | AID 1663;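 active means mean replicate score, as percent of positive control, at or above 50; inconclusive means mean below 50 but at least one replicate at or above 50; inactive means mean and every replicate below 50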
PolyA inh – yeast polyadenylation inhibition; 300,000 compounds, 0.02% hits; S. cerevisiae SKY197-pL101 polyadenylation reporter, beta-gal luminescence; efflux-impaired pdr1/pdr3 knockout yeast; score 100 = 6 SD above DMSO; calls only at 12 µM;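 active means lowest replicate activity score at least 50, where 100 means six control SD above control mean; inconclusive means lowest score under 50 but half or more replicates reach 50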;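 further: yeast exposed to compound for 9 h at 30 °C; higher score means more reporter readthrough which indicates perturbed polyadenylation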
HSF1 inhib – HSF1 inhibition. NIH3T3-HGL HSE-luciferase, MG132-induced, luminescence 8 h; hits give low values. activity change, negative = inhibition, % at 7.5 µM (by protocol). 300,000 compounds, 0.77% hits;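 active means more than half of replicate wells show activity change below -50%, luminescence cut by over half; inconclusive means some wells, but at most half, below -50%; inactive means no replicate well below -50%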;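 further: luciferase reports HSF-1 transcriptional activity via heat shock element; 0% = median of DMSO wells and -100% = zero luminescence signal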
AI-2 QS mod – modulators of Vibrio harveyi AI-2 quorum sensing system | Vibrio harveyi JMH597 AI-2 luminescence/OD600 ratio, 9 h; hits give low values; strain lacks LuxN and CqsS sensors; 0 = neutral-control median | activity change, % at 7.5 µM | 300,000 compounds, 0.4% hits | AID 2094; in the data active means activity change below about -75%, passing the limit was not always enough; inconclusive means no clear call, values can overlap the other calls;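 further: luminescence divided by OD600 gain over 9 h not by final OD600 alone; inactives centre near 13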
HSF1 activator – increases HSF-1 driven luciferase reporter signal | NIH3T3-HGL HSF-1 luciferase reporter, MG132, 8 h; 100% = twice DMSO control signal | 300,000 compounds, 1.7% hits | activation, % at 9 µM | AID 504408;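 active means mean replicate activation of at least 50% with a set share of replicates each reaching 50%; inconclusive means only one of those two conditions met; inactive means mean below 50% and too few replicates reaching it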;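 further: 0% = median of the neutral control wells and 100% = twice that signal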
Dyrk1A ADPGlo – inhibitors of rat Dyrk1A kinase; ADP-Glo luminescence, NFATc1 peptide; inhibition, % at 12.5 µM; 310,000 compounds, 0.43% hits; AID 504441; in the data active means inhibition above about 50%;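 further: plate controls were vehicle with enzyme for no effect and no enzyme for full effect; many of its hits are not listed in these tables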
HDAC3 inh – human HDAC3 inhibition. O15379. recombinant HDAC3, fluorogenic peptide/trypsin coupled, fluorescence. inhibition, % at 8.3 µM. 320,000 compounds, 0.15% hits. AID 2718; in the data active means inhibition above about 26%, passing the limit was not always enough; inconclusive means no clear call, values can overlap the other calls
GSK3beta inhib – human GSK3beta kinase inhibition | GST-GSK3beta kinase, ADP-Glo luminescence, 60 min; hits give low values | 300,000 compounds, 0.038% hits | P49841 | activity score (negative = inhibition), % at 10 µM | AID 2097;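 active means more than half of replicate wells score below -50%, meaning over 50% inhibition versus plate controls; inconclusive means some replicates but at most half score below -50%; inactive means no replicate scores below -50%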;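 further: 0% = median DMSO wells and -100% = median GW8510 positive control wells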
Target sequence (P49841 whole entry, looked up): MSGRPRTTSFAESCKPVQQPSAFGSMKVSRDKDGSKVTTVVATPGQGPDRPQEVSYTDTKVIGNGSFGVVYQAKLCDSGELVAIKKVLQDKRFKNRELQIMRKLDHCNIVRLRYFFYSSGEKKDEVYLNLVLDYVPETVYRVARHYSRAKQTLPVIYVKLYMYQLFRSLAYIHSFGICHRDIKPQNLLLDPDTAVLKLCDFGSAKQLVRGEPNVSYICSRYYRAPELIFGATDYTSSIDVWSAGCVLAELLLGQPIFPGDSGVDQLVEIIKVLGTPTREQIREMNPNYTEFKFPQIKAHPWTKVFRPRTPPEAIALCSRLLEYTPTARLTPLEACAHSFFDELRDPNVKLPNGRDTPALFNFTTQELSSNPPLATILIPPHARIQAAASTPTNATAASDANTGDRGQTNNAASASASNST
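Test system: GST-tagged human GSK3beta kinase, cell-free; evaluation: activity score scaled between in-plate DMSO and GW8510 controls; measured by: ADP-Glo luminescence; incubation: 60 min reaction, RT; benchmarks: DMSO and 20 µM GW8510; reagent: peptide substrate plus 25 µM ATP (final); medium: Tris/MgCl2 kinase buffer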
GSK3 alpha inh – blocks human GSK-3 alpha kinase | AID 2650 | inhibition, % at 10 µM | ADP-Glo luminescence, 60 min | 320,000 compounds, 0.1% hits | P49840;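 in the data active means inhibition above about 50%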;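 further: GST-tagged GSK-3 alpha with peptide substrate and 25 µM ATP; 0% = DMSO neutral wells and 100% = GW8510 positive control wells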
Target sequence (P49840 whole entry, looked up): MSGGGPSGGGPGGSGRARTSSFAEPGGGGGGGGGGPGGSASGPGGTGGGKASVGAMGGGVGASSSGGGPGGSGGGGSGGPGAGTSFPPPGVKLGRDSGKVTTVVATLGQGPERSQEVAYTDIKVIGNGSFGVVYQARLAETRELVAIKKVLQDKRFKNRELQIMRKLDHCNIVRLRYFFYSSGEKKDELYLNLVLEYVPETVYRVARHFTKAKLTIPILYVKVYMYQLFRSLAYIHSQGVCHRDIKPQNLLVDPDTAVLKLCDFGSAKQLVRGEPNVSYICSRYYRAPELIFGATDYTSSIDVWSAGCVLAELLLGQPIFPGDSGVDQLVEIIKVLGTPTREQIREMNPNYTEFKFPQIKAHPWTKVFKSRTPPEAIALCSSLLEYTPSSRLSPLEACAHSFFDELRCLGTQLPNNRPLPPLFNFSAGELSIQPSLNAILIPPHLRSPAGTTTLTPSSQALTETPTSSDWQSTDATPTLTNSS
HSP90 refold inh – HSP90 refolding inhibition in rabbit reticulocyte lysate; luciferase refolding luminescence, 3 h; 290,000 compounds, 0.91% hits; inhibition, % at 5.6 µM;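 active means inhibition above the screen-wide mean plus 3 SD, computed separately per campaign, cut at about 16% in these data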;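 further: 0% = DMSO wells and 100% = 60 µM geldanamycin wells; inhibitors lower the luminescence because luciferase stays unfolded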
* hit, by the source's call; i = inactive; ? = inconclusive; / = no result given. Some of the compounds tested; count on the stated rates, not on these rows.

SMILES	Platelet DG rel	PolyA inh	HSF1 inhib	AI-2 QS mod	HSF1 activator	Dyrk1A ADPGlo	HDAC3 inh	GSK3beta inhib	GSK3 alpha inh	HSP90 refold inh
Cc1onc(-c2ccccc2)c1-c1csc(N/N=C/c2ccccc2Cl)n1	/	i	/	5.2	/	-15.7	-9.4	-0.1	-2.6	-2.1
O=C(Cc1c(Cl)cccc1Cl)NCCc1ccc(Cl)cc1	-1.1	i	27.1	10.1	16.5	5.2	1.6	0.9	-3.5	-5.7
Cc1ccc(CCN2C(=O)CCC2(C)C(=O)NCc2cccnc2)cc1 (centres undefined)	-11.1	i	0.4	24.4	-5.9	3.6	-6.7	-0.2	0.1	0.9
Cc1ccccc1CN(C)C(=O)COC(=O)CSc1ccc([N+](=O)[O-])cc1	/	i	-8.6	19.8	-7.9	-0.7	0.2	-4.0	-6.1	/
CCOC(=O)C1CCN(CC(=O)NC(=O)NC2CCCCC2)CC1	10.6	i	-1.3	16.1	2.9	0.9	2.7	3.2	-1.4	5.4
CCOc1ccc(C(=O)NC2CC3CCCC(C2)N3CC(C)C)cc1 (centres undefined)	-0.8	i	23.1	1.2	?	/	0.6	-4.3	-0.6	-2.2
CCOc1ccccc1N=CC1=C(O)CC(c2ccccc2)CC1=O (centres undefined)	-1.6	/	25.7	4.5	36.3	/	-1.3	-3.2	-1.2	2.0
Cc1cnc(CN2CCCC(C(=O)c3ccc4c5c(cccc35)CC4)C2)[nH]1 (centres undefined)	13.1	i	-4.3	18.0	-8.2	5.2	-7.3	-1.4	0.6	1.4
C=CCOc1ccc(C(=O)c2ccccc2)c(OCC(=O)NC2(C#N)CCCC2)c1	-3.6	i	-2.0	18.1	18.1	19.8	9.2	3.3	-0.2	0.1
O=C(C1=C(O)C(=O)N(Cc2cccnc2)C1c1ccccn1)c1cccs1 (centres undefined)	-1.3	i	4.5	4.1	-0.4	3.4	1.5	1.5	-3.2	2.7
COc1ccccc1NC(=O)c1c(N=Cc2c(O)ccc3ccccc23)cnn1C	-1.8	i	9.2	-11.5	32.6	13.2	-1.1	-6.7	-1.5	-1.4
CCOc1ncccc1C(=O)Nc1ncc(C)s1	-4.3	i	4.5	4.8	-5.5	-2.6	3.9	-1.2	0.0	0.9
CCOC(=O)c1ccc(NC(=O)Cn2cnc(S(=O)(=O)N3CCCC3)c2)cc1	-5.0	i	-8.1	16.0	-10.0	0.7	/	-2.6	/	8.0
COc1ccc(N(CC2CO2)S(=O)(=O)c2ccccc2)cc1 (centres undefined)	-5.4	i	-4.0	10.8	22.9	2.5	6.5	-2.9	-0.2	-0.9
CCCOc1ccc(CC(CC(=O)O)(C(=O)O)C(=O)O)cc1	-5.2	i	-16.5	237.6	-8.6	7.7	-5.9	4.2	-3.7	7.6
O=S(=O)(N/N=C/c1ccc(OC2CSC2)cc1)c1ccccc1	-16.8	i	0.1	19.4	-13.6	1.1	/	1.5	/	-1.9
Cc1ccc(OCc2cc(C(=O)N3CCN(C)C[C@@H]3c3ccccc3)no2)cc1C	-5.3	i	27.4	25.2	55.9*	/	5.5	-2.4	-1.5	-2.1
CN(C)c1ccnc(Oc2ccc(F)cc2)c1C#N	-8.3	i	6.1	31.6	3.4	0.9	8.3	1.3	-3.4	-1.2
CN(C)CCNC(=O)C(=O)NCC(c1ccc2c(c1)OCO2)N1CCN(c2ccc(F)cc2)CC1 (centres undefined)	8.4	i	-3.8	25.4	-5.4	3.5	1.7	1.1	0.4	-8.2
O=C(CCCc1nc(-c2ccccc2)no1)NC1CCCC1	-1.1	i	-0.2	22.7	-10.3	-3.4	4.7	0.0	1.1	-4.5
CN(C(=O)C(C)(C)C)c1ccc(OCC(=O)N2CCc3ccccc3C2)cc1	-9.1	i	-2.4	10.3	3.3	-1.3	2.5	3.0	-0.6	-3.3
COc1ccccc1CN1C2CCCC1CC(NC(=O)/C=C/c1ccccc1)C2 (centres undefined)	-10.5	i	-1.3	10.1	9.1	4.8	-3.2	1.2	-3.4	5.3
CC(C)Cc1ccc(S(=O)(=O)Nc2ccc3[nH]c(=O)[nH]c3c2)cc1	-0.3	i	4.0	-11.2	0.1	-4.7	5.4	2.4	0.9	1.9
COc1ccc(OCCC(=O)OCc2c(C)noc2C)cc1	2.2	i	-3.3	9.6	-14.0	7.2	-4.9	3.0	0.3	-4.6
CCC1Oc2ccccc2N(CC(=O)NCCCN2CCCCC2CC)C1=O (centres undefined)	0.2	i	-8.7	9.3	-4.3	/	/	-0.8	-0.8	1.4

Reprinted from the part before: 5 entries; new compounds follow.
SMILES	Platelet DG rel	PolyA inh	HSF1 inhib	AI-2 QS mod	HSF1 activator	Dyrk1A ADPGlo	HDAC3 inh	GSK3beta inhib	GSK3 alpha inh	HSP90 refold inh
CN(C(=O)C(C)(C)C)c1ccc(OCC(=O)N2CCc3ccccc3C2)cc1	-9.1	i	-2.4	10.3	3.3	-1.3	2.5	3.0	-0.6	-3.3
COc1ccccc1CN1C2CCCC1CC(NC(=O)/C=C/c1ccccc1)C2 (centres undefined)	-10.5	i	-1.3	10.1	9.1	4.8	-3.2	1.2	-3.4	5.3
CC(C)Cc1ccc(S(=O)(=O)Nc2ccc3[nH]c(=O)[nH]c3c2)cc1	-0.3	i	4.0	-11.2	0.1	-4.7	5.4	2.4	0.9	1.9
COc1ccc(OCCC(=O)OCc2c(C)noc2C)cc1	2.2	i	-3.3	9.6	-14.0	7.2	-4.9	3.0	0.3	-4.6
CCC1Oc2ccccc2N(CC(=O)NCCCN2CCCCC2CC)C1=O (centres undefined)	0.2	i	-8.7	9.3	-4.3	/	/	-0.8	-0.8	1.4
Cc1c(C(=O)N(Cc2ccc(F)cc2)C2CCS(=O)(=O)C2)oc2ccccc12 (centres undefined)	0.1	i	2.4	24.5	-1.4	0.6	-5.3	-1.1	/	-2.0
Cc1ccc(-n2nc3c(c2NC(=O)C2CCCC2)CS(=O)(=O)C3)cc1	-5.8	i	-1.9	23.5	7.0	5.5	-3.1	0.8	0.1	-0.2
CCn1cc(C(=O)N2CCc3ccccc32)c(=O)c2cc(S(=O)(=O)N3CCCC3)ccc21	-15.9	i	4.3	7.7	11.4	-6.8	3.1	-1.9	-0.9	1.1
O=C(O)Cc1ccc(C(=O)c2ccc(Cl)cc2)s1	7.1	i	-1.4	12.9	-10.2	0.1	3.8	0.4	0.5	-0.1
COc1ccccc1NC(=O)NCCN1CCN(c2cccc(Cl)c2)CC1	-10.1	i	10.0	11.7	-0.7	-3.3	0.2	-3.2	0.7	1.8
O=C(NNS(=O)(=O)c1ccc(F)cc1F)c1csc(-c2cccnc2)n1	0.3	i	-1.4	3.4	-13.4	28.3	-6.5	1.6	-2.5	7.0
CC(C)CCOc1ccc(C(=O)O)cc1	5.1	i	3.2	40.5	-3.8	3.3	1.7	2.6	-3.4	1.1
CCN(CC(=O)Nc1c(F)cccc1F)C(=O)c1cccnc1SC	-8.2	i	-10.3	15.8	-4.1	-3.1	0.0	-1.1	-2.5	2.2
CCc1cccc2c(C(=S)N3CCCC3)c[nH]c12	6.2	i	2.7	7.0	10.2	-63.9	-0.5	-2.1	0.8	-2.1
CCOC(=O)Cc1csc(NS(=O)(=O)c2ccccc2)n1	11.1	i	-5.4	21.8	-15.4	0.6	4.1	0.9	-2.4	4.0
Cc1cc(C)nc(N2CCCC(C(=O)Nc3ccc4c(c3)OCO4)C2)n1 (centres undefined)	4.5	i	11.4	24.4	5.2	-1.7	-3.1	3.2	8.5	1.2
Cc1ccc(-c2cc(Cc3ccccc3)c(=O)[nH]n2)cc1	2.1	i	3.8	5.3	9.7	/	1.0	0.3	-1.2	1.3
O=C(CNC(c1ccccc1)c1ccccc1)Nc1ccccc1-c1ccccc1	-6.7	i	3.3	11.6	16.2	-1.5	0.9	1.6	2.6	1.9
CCCCC1(CCCC)NC(=S)N(Nc2ccc(C)cc2)C1=O	0.3	i	-3.4	25.3	1.9	8.1	-0.5	-0.8	-2.5	2.1
COC(=O)[C@@H]1CCCN1C(=O)CCc1nnc(CCC2CCCCC2)o1	2.6	i	14.4	28.6	27.5	-20.6	-7.1	1.6	-1.1	0.6
NS(=O)(=O)c1ccccc1	-3.1	i	-3.0	4.9	-2.8	-7.4	-12.0	-1.9	-5.9	-0.5
CCn1c(-c2ccccc2O)n[nH]c1=S	-12.0	i	12.6	25.0	28.2	-2.4	-1.0	2.4	-1.4	1.3
COC(=O)c1ccc(-n2c(CCC(=O)O)ccc2-c2ccc(C)cc2)cc1	5.5	i	8.0	16.4	11.4	-2.8	1.2	0.8	-4.9	-0.8
COc1ccc(OC)c(/C=N/c2c(-c3ccc(O)c(OC)c3)nc3ccccn23)c1	-0.2	i	-1.0	12.9	7.0	0.7	-10.8	3.7	1.2	2.4
CN(C)c1ccc(/C=N/c2cc(-c3ccccc3)nn2-c2ccccc2)cc1	-1.9	i	-3.9	3.2	1.8	-4.9	1.5	2.2	-8.5	-0.8
CCc1ncc(C(O)c2cccc(OC)c2OC)n1C (centres undefined)	8.3	i	-7.7	5.6	-1.1	-3.4	-0.8	1.0	-2.4	0.6
CCOCN(C(=O)Cn1c(COC)nc2ccccc21)c1c(C)cccc1CC	1.9	i	0.4	15.4	16.4	4.7	0.4	0.1	-2.4	-0.6
Cc1ccccc1C(=NCCCN(C)C)c1ccccc1C	-3.0	i	4.5	-4.0	9.2	-8.5	-0.8	0.5	-2.5	3.2

Filtered by structure: those above containing a thiophene ring, fused or not
SMILES	Platelet DG rel	PolyA inh	HSF1 inhib	AI-2 QS mod	HSF1 activator	Dyrk1A ADPGlo	HDAC3 inh	GSK3beta inhib	GSK3 alpha inh	HSP90 refold inh
O=C(C1=C(O)C(=O)N(Cc2cccnc2)C1c1ccccn1)c1cccs1 (centres undefined)	-1.3	i	4.5	4.1	-0.4	3.4	1.5	1.5	-3.2	2.7
O=C(O)Cc1ccc(C(=O)c2ccc(Cl)cc2)s1	7.1	i	-1.4	12.9	-10.2	0.1	3.8	0.4	0.5	-0.1
